HCV inhibitor = blocks hepatitis C virus. Huh7.5.1 HCVcc-Cre infection, luciferase reporter, 44 h. 340,000 compounds, 3.4% hits. Potency, µM (series often up to 41.8 µM), inactives show at the top dose activity change, negative = inhibition, hits mostly inhibitors; further: potency means the concentration at half of the fitted maximal effect
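After 44 h co-culture of compound, cells and HCVcc-Cre (~0.5 moi), substrate is added for 15 min at room temperature and luciferase measured over 15 sec. Cells were seeded at 1,000/well and pre-cultured 4 h.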
Sm TGR block = S. mansoni TGR enzyme inhibition; AID 485364; Potency, µM (top dose mostly 114 µM), without a hit: at the top dose activity change, negative = inhibition, hits mostly inhibitors; Q962Y6; 360,000 compounds, 3% hits; purified TGR, DTNB reduction, TNB absorbance 405 nm; further: potency means the concentration at half of the fitted maximal effect; nearly all actives have a fitted effect of over 60% in size
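TGR 20 nM + NADPH 100 uM (dispensed conc.), cpd preinc 15 min RT; start with NADPH (500 uM addition) then DTNB (15 mM addition). Kinetic TNB absorbance, 405 nm filter. Four-parameter Hill fit across titration.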
Giardia FBPA inh = blocks Giardia fructose-bisphosphate aldolase activity; A8B2U2; purified Giardia FBPA; Potency, µM (doses to about 59.6 µM), for the others: at the highest dose activity, negative = inhibition, usual class: inhibitors; 290,000 compounds, 0.71% hits; AID 2451; further: potency means the concentration at half of the fitted maximal effect; nearly all actives have a fitted effect of over 55% in size
Target sequence (A8B2U2 whole entry, looked up): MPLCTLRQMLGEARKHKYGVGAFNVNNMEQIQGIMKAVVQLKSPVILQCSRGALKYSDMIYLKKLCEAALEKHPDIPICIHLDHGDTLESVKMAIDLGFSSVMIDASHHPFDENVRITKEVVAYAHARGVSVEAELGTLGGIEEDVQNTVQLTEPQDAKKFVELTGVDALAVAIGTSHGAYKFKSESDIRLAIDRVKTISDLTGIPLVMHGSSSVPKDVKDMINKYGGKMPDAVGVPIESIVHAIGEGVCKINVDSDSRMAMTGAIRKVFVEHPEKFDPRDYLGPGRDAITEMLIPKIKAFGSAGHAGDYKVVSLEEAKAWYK
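40 nM FBPA preincubated 10 min at RT with compound (up to 57.5 uM final), then substrate plus GAPDH/TPI/NAD/arsenate coupling and diaphorase/resazurin added. Fluorescence read after 20 min at RT, 525/598 nm.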
AmpC inh no detg = blocks E. coli AmpC beta-lactamase in detergent-free assay; P00811; AmpC nitrocefin hydrolysis, absorbance 480 nm, 0.0001% Triton; Potency, µM (series often up to 57.1 µM), without a hit: top-dose activity change, negative = inhibition, hits mostly inhibitors; 330,000 compounds, 0.52% hits; AID 485341;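 further: potency means the concentration at half of the fitted maximal effect; plate controls were no compound for no effect and no enzyme for full effect; nearly all actives have a fitted effect of over 20% in size; some results filed as inactive show a strong effect at the top dose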
Target sequence (P00811 whole entry, looked up): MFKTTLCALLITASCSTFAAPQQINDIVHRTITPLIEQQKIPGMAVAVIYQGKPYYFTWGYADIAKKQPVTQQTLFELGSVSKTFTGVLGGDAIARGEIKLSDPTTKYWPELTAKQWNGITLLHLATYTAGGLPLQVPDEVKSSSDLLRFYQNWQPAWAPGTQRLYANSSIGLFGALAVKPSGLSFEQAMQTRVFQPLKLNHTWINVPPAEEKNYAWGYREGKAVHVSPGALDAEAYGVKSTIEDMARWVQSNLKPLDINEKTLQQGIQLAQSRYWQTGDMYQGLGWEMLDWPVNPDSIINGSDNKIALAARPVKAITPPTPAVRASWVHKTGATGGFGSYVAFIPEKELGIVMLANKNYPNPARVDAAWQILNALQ
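AmpC (5.3 nM in the dispensed reagent) in 20 mM phosphate pH 7.0 with 0.01% (detergent screen) or 0.0001% Triton X-100 was preincubated with compounds for 15 min at room temperature. Nitrocefin was then added from an 800 uM solution, and hydrolysis was followed at 480 nm.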
AmpC inh detg = blocks E. coli AmpC beta-lactamase in detergent assay. AmpC hydrolysis of nitrocefin, absorbance 480 nm, 0.01% Triton. Potency, µM (highest dose often 114 µM), without a hit: top-dose activity change, negative = inhibition, actives largely listed as inhibitors. 370,000 compounds, 0.041% hits. AID 485294;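 further: potency means the concentration at half of the fitted maximal effect; 0% = no-compound wells and -100% = no-enzyme wells; nearly all actives have a fitted effect of over 25% in size; some results filed as inactive show a strong effect at the top dose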
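20 mM phosphate pH 7.0 + 0.01% (detergent screen) or 0.0001% Triton X-100; 5.3 nM AmpC reagent; cpd preinc 15 min RT; nitrocefin (800 uM stock) to start; A480 q20 s × 4 min; Activity was normalised to no-enzyme and no-compound control wells.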
HCMV antiviral = blocks human cytomegalovirus replication; HFF cells, HCMV-luciferase reporter, 72 h; stronger effect = lower value; activity change, negative = inhibition, % at 57.5 µM; 410,000 compounds, 4.5% hits; AID 1259415; in the data active means activity change below about -60%; inconclusive means no clear call, values can overlap the other calls; inactive means above about -39%
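Cell-based, HFFs, 1000 cells/well, 16 h 37C; cpds in DMSO + HCMV-luc, MOI 1 PFU/cell; 72 h 37C; OneGlo luminescence after 5 min RT; norm. to buffer vs Salinomycin 10uM.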
Numbers without * were called inactive; u = inconclusive; x = no result given; [ ] = dose if it differs, or a comment. Unless noted, the call rests on the fitted dose curve; in most records, active means well fitted curve in the direction sought with a large enough effect; inconclusive means small, poorly fitted or top-dose-only effect, or another doubt; inactive means no such curve, though single readings can be large; an effect the other way counts as inactive or inconclusive. Unless noted, on the % scale 0 is the no-effect control and ±100 the full control effect.

Each structure is followed by: HCV inhibitor | Sm TGR block | Giardia FBPA inh | AmpC inh no detg | AmpC inh detg | HCMV antiviral
> Cc1ccc2cc(C#N)c(SCC(=O)Nc3ccc4sc(C)nc4c3)nc2c1
    15% | -15% | 17% | -19% | 1% | x
> CC(=O)NCCNS(=O)(=O)c1ccc(C)c([N+](=O)[O-])c1
    4% | -16% | 3% | -50% | u | 4
> N/C(=N\OC(=O)Nc1ccc(Cl)cc1)c1ncc(C(F)(F)F)cc1Cl
    11% | 0% | -2% | -17% | -17% | -20
> O=C(C[n+]1cccc(NC(=O)c2ccccc2)c1)c1ccccc1
    0% | -11% | -8% | -19% | 2% | 1
> Fc1ccc(OCCCCCCN2CCCC2)cc1
    u | -31% | -17% | -3% | -15% | -35
> CCOc1ccc(/C=C/c2nc(C#N)c(N3CCN(c4ccccc4)CC3)o2)cc1
    x | -2% | x | x | -1% | -7
> O=C(COC(=O)C1CCCN1C(=O)C12CC3CC(CC(C3)C1)C2)c1ccc(Br)cc1 (centres undefined)
    1% | 4% | 3% | -34% | -14% | 4
> Cc1cccc(NC(=O)c2nc[nH]c2C(=O)N[C@@H](C)C(=O)OCc2ccccc2)c1
    13% | -5% | -22% | 27% | -2% | 8
> O=C(c1ccco1)N1CCN(Cc2nc3cc(Cl)ccc3c(=O)[nH]2)CC1
    6% | -29% | -6% | -15% | 0% | 22
> C#CCOCCOCCOCCNc1nc(N2CCOCC2)nc(N2CCN(C(=O)CCCCCCCCCCNC(=O)[C@@H](CCC(=O)O)n3cc(CCCCCN)nn3)CC2)n1
    1% | -22% | x | 299%[activator] | -12% | 5
> O=C(Nc1ccc(Cl)cc1)c1cc2c(-c3ccccc3)nn(-c3ccccc3)c2s1
    x | 6% | x | x | 16% | -10
> O=C(Nc1ccc(Oc2cccnc2)nc1)c1ccc(C(F)(F)F)cc1
    2.2µM* | 13% | -16% | 19% | -5% | -72*
> COc1ccc(NC(=O)Nc2ccc(F)cc2F)cc1
    -5% | 6% | 3% | -2% | -5% | -25
> COc1ccc(C(=O)CSc2nnc(CNC(=O)c3ccc(S(=O)(=O)N(C)C)cc3)o2)cc1
    x | -18% | 7% | -26% | 1% | -24
> Cn1c(=O)c2cn3ncccc3c2n(C)c1=O
    -12% | -5% | -11% | -15% | -15% | x
> C/C(=N/NC(=O)Cn1nc2ccccc2n1)c1ccc(F)cc1
    0% | -1% | 21% | -43% | -7% | -10
> COC(=O)c1ccc([N+](=O)[O-])c(CS(=O)(=O)c2ccc(Cl)cc2)c1
    17% | 19% | 3% | 154% | -2% | -22
> O=C(NCCCN1CCN(c2ccc(F)cc2)CC1)c1ccc2nc(CCc3ccccc3)oc2c1
    x | -2% | x | x | 0% | 26
> O=C(c1cccc(S(=O)(=O)Nc2ccc(Br)cc2)c1)N1CCC1
    -4% | -24% | x | 0% | 7% | 48
> CCc1cccc(NC(=O)C2CCCN(c3ncnc4c3nc3n4CCCCC3)C2)c1 (centres undefined)
    11µM* | -10% | -9% | 181%[activator] | -4% | u
> O=C(O)C1CC(=O)N(c2ccc(OCc3c(F)cccc3Cl)cc2)C1 (centres undefined)
    19% | 7% | 27% | -18% | 0% | -39
> COc1cccc(CN(C)C(=O)c2ccccc2Sc2ccccc2C#N)c1
    -23% | -24% | x | 68%[activator] | -7% | 40
> COc1ccc(CC(=O)NCCc2ccc(S(N)(=O)=O)cc2)cc1
    27% | -20% | 2% | -5% | -5% | -4
> Cc1ccc(CNC(=S)Nc2cc(C)ccc2OC(F)F)cc1
    u | -7% | -2% | -1%[2.29 µM] | -2% | -18
> O=C(CN1C(=O)COc2ccc(S(=O)(=O)N3CCCCCC3)cc21)N1CCN(c2cccc(Cl)c2)CC1
    x | 1% | x | x | 14% | -20
> CC1CCC2(CC1)NC(=O)N(CC(=O)Nc1ccc(N3CCOCC3)cc1)C2=O (centres undefined)
    -3% | -11% | 3% | 10% | -3% | -17
> CC(C)(C)NS(=O)(=O)c1ccc(N2C(=O)c3ccccc3C2=O)cc1
    -6% | 4% | 5% | -6% | 1% | 5
> CCOc1cc(C(=O)Nc2cccc3ncccc23)cc(OCC)c1OCC
    -6% | -10% | -1% | 33% | -3% | 33
> CCCOc1cccc(C(=O)N(Cc2ccco2)C2CCS(=O)(=O)C2)c1 (centres undefined)
    18% | -28% | 1% | 18% | -5% | 4
> Cc1ccc(Sc2ccc([N+](=O)[O-])cc2[N+](=O)[O-])nc1
    -5% | u | -13% | -25% | -12% | 4
> COc1ccc(OCC(=O)N2CCN(Cc3ccc4c(c3)OCO4)CC2)cc1
    -6% | 4% | 0% | 98%[activator] | 1% | 10
> CC1(C)Cc2c(C#N)c(N3CCN(C(=O)c4ccco4)CC3)nc(Cc3ccccc3)c2CO1
    -15% | 0% | -2% | -9% | u | -36
> O=C(CSc1nc2scc(-c3ccccc3)c2c(=O)[nH]1)Nc1ccccc1
    -2% | 2% | x | -60% | -7% | -7
> CC1CCCN(S(=O)(=O)c2ccc(NC(=O)Cn3nnc(-c4ccccc4F)n3)cc2)C1 (centres undefined)
    u | 0% | -4% | -45% | u | u
> CC(C)(C)n1nc2c(c1NC(=O)c1ccc(S(=O)(=O)N3CCCCC3)cc1)CS(=O)C2 (centres undefined)
    -8% | 1% | 5% | 25% | 2% | 69
> CCOC(=O)c1sc(=S)n(-c2ccc(OC)cc2)c1N
    11% | -3% | 1% | 4% | u | -33
> O=C1NC(=O)C2(CCC(C(=O)O)C2)N1 (centres undefined)
    4% | -5% | 0% | -10% | -9% | 35
> CC(OC(=O)c1cnccn1)C(=O)c1ccccc1 (centres undefined)
    8% | 5% | x | -12% | 0% | -25
> O=C(Nc1ccccc1)c1ccc(Cl)c(S(=O)(=O)Nc2ccccc2)c1
    x | 17% | x | x | 0% | 33
> COc1ccc(N(CC(=O)NC2CCS(=O)(=O)C2)S(=O)(=O)c2ccc(Cl)c(Cl)c2)cc1 (centres undefined)
    -10% | -7% | x | 1% | -12% | -6

(cont.)
| SMILES | HCV inhibitor | Sm TGR block | Giardia FBPA inh | AmpC inh no detg | AmpC inh detg | HCMV antiviral |
| --- | --- | --- | --- | --- | --- | --- |
| O=C(N/N=C/c1ccco1)c1cccc(NC(=O)c2ccccc2Cl)c1 | 6% | u | 3% | -52% | -11% | -7 |
| COC(=O)Nc1ccc(S(=O)(=O)N2CCCCC2C(=O)O)cc1 (centres undefined) | 9% | 1% | 12% | -12%[2.29 µM] | u | 2 |
| O=C(O)C1=C[C@@H](c2ccc(Br)cc2)C[C@@H](OCc2ccc(CO)cc2)O1 | u | 40µM* | 27% | -18% | -2% | 1 |
| C#CCOn1c(-n2nc(C)cc2C)nc2ccccc2c1=O | 23% | -15% | 11% | -16% | -5% | 26 |
| Cc1ccc(C(=O)N2CCCC(CCC(=O)N3CCN(c4ccccn4)CC3)C2)s1 (centres undefined) | u | 8% | 1% | 71%[activator] | 6% | u |
| Cc1ccccc1CNC(=O)C(=O)NCC(c1ccco1)S(=O)(=O)c1ccccc1 (centres undefined) | x | -23% | x | x | 2% | 53 |
| Fc1ccc(NC(=S)NCCc2ccc(Cl)cc2)cc1 | 8% | -13% | 0% | -19% | 4% | -69* |
| COc1ccc(CNC(=O)C2=C(C)C(=O)OC23CCC(C)CC3)cc1 (centres undefined) | -16% | -1% | -2% | -9% | u | 36 |
| CCOC(=O)c1c(-c2ccccc2)csc1NC(=O)c1cc(=O)c2ccc(C)cc2o1 | x | 6% | x | x | 19% | 5 |
| COc1ccc(OCC(=O)Nc2ccc(N3CCC(C)CC3)cc2)cc1 | -12% | 10% | 11% | -16% | -11% | -27 |
| COc1ccccc1-n1c(SCC(=O)O)nc2c(sc(=S)n2-c2ccccc2C)c1=O | 17% | -8% | -8% | -14% | -10% | -37 |
| CCOc1ccc(C2/C(=C(/O)c3ccc4c(c3)CC(C)O4)C(=O)C(=O)N2CCCn2ccnc2)cc1 (centres undefined) | 5% | -9% | -1% | 21% | 2% | -11 |
| CC(C)Cn1nc(NC(=O)C2CCCO2)c2cc3ccccc3nc21 (centres undefined) | -26% | 2% | -4% | 23% | u | -38 |
| COc1cccc(NC(=S)N2CCCC2c2ccc(OC)c(OC)c2)c1 (centres undefined) | -16% | -4% | 2% | 13% | 1% | 0 |
| CCN1C(=O)/C(=C/C=C2/CCCN2C)OC1=S | -13% | -6% | -22% | -21% | 2% | -30 |
| O=Cc1nc(-c2ccccc2Cl)n2ccccc12 | 7% | 4% | -3% | -13% | -1% | -26 |

Gathered by group: those above containing fluorine
| SMILES | HCV inhibitor | Sm TGR block | Giardia FBPA inh | AmpC inh no detg | AmpC inh detg | HCMV antiviral |
| --- | --- | --- | --- | --- | --- | --- |
| N/C(=N\OC(=O)Nc1ccc(Cl)cc1)c1ncc(C(F)(F)F)cc1Cl | 11% | 0% | -2% | -17% | -17% | -20 |
| Fc1ccc(OCCCCCCN2CCCC2)cc1 | u | -31% | -17% | -3% | -15% | -35 |
| O=C(Nc1ccc(Oc2cccnc2)nc1)c1ccc(C(F)(F)F)cc1 | 2.2µM* | 13% | -16% | 19% | -5% | -72* |
| COc1ccc(NC(=O)Nc2ccc(F)cc2F)cc1 | -5% | 6% | 3% | -2% | -5% | -25 |
| C/C(=N/NC(=O)Cn1nc2ccccc2n1)c1ccc(F)cc1 | 0% | -1% | 21% | -43% | -7% | -10 |
| O=C(NCCCN1CCN(c2ccc(F)cc2)CC1)c1ccc2nc(CCc3ccccc3)oc2c1 | x | -2% | x | x | 0% | 26 |
| O=C(O)C1CC(=O)N(c2ccc(OCc3c(F)cccc3Cl)cc2)C1 (centres undefined) | 19% | 7% | 27% | -18% | 0% | -39 |
| Cc1ccc(CNC(=S)Nc2cc(C)ccc2OC(F)F)cc1 | u | -7% | -2% | -1%[2.29 µM] | -2% | -18 |
| CC1CCCN(S(=O)(=O)c2ccc(NC(=O)Cn3nnc(-c4ccccc4F)n3)cc2)C1 (centres undefined) | u | 0% | -4% | -45% | u | u |
| Fc1ccc(NC(=S)NCCc2ccc(Cl)cc2)cc1 | 8% | -13% | 0% | -19% | 4% | -69* |
